Source: PubChem BioAssay (Sanford-Burnham Center for Chemical Genomics)
SENP1 inh: blocks the human SENP1 SUMO protease catalytic domain | Q9P0U3 | recombinant SENP1 catalytic domain, CyPet-SUMO1-YPet FRET cleavage | inhibition, % at 10 µM | 360,000 compounds, 0.21% hits | AID 624204;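 active = inhibition at least 30% at 10 µM, raw YFP signal under a set limit, fluorescence ratio 0.5 to 1.5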;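 note: 0% = enzyme with DMSO and 100% = no enzyme wells; some results filed as inactive read as strong as hits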
Target sequence (Q9P0U3 419-644 limits assumed): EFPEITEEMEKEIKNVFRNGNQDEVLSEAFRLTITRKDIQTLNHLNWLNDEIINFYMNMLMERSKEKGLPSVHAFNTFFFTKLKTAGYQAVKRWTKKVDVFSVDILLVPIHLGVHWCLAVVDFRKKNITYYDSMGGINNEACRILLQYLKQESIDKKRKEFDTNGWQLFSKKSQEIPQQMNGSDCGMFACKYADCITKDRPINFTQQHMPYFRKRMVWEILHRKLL
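System: Recombinant human SENP1 catalytic domain, His6-tagged | Incubation: Enzyme reaction for 50 min at room temperature, dark | Medium: Tris pH 8 with BME, BSA, NP40 and catalase | Also added: 25 nM SUMO1 FRET substrate | Compound: 10 µM single point, 0.5% DMSO | Measured by: FRET fluorescence in CFP and YFP emission channels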
mIAP block: blocks mouse intestinal alkaline phosphatase; purified mouse IAP, CDP-Star luminescence, 30 min; inhibition, % at 10 µM; 330,000 compounds, 0.2% hits;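 active = inhibition of at least 40% at 10 µM in the primary screen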;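 note: plate controls were DMSO with enzyme for no effect and no enzyme wells for full effect; values of inactives mirror those of a sister screen read the other way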
mIAP act: mouse IAP activation; muIAP, CDP-Star luminescence, 30 min; hits give high values; 1 = vehicle-only enzyme signal, 0 = enzyme-free wells; activation factor at 10 µM; 330,000 compounds, 0.24% hits;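 active = activation factor of at least 2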; note: the source names both 10 and 20 µM as test concentration; values of inactives mirror those of a sister screen read the other way
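Assay system: mouse IAP enzyme; Reagent: CDP-Star chemiluminescent phosphatase substrate; Compound: DMSO-dissolved test compounds; Incubation: 30 min, room temperature; Technique: luminescence from enzymatic CDP-Star hydrolysis; Controls: DMSO-only wells and no-enzyme negative control.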
APOBEC3G inh: APOBEC3G (human) deaminase inhibition; recombinant A3G, ssDNA deamination FAM/TAMRA fluorescence; 330,000 compounds, 0.28% hits; inhibition, % at 20 µM; AID 493012;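 active = inhibition of at least 40% at 20 µM, with no more than 30% in the related APOBEC3A deaminase screen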;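 note: plate controls were DMSO wells with A3G for no effect and wells lacking A3G enzyme for full effect; some compounds called inactive have numbers as strong as hits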
beta cell repl: MIN6 beta-cell proliferation induction; MIN6 cells proliferation, ATPlite luminescence, 48 h; cells starved in 0.2% serum; 100% = growth in 10% serum; 330,000 compounds, 0.29% hits; proliferation, % at 10 µM;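 active = compounds whose signal lies at least 3.5 SD above the mean of all wells on their plate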;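 note: 0% = DMSO-treated cells in low-serum medium and 100% = 10% serum control; some compounds called inactive have numbers as strong as hits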
hIAP activ: human IAP activation; P09923; purified human IAP, CDP-Star luminescence, 30 min; hits give high values; 1 = vehicle-only enzyme, 0 = enzyme-free background; activation factor at 10 µM; 330,000 compounds, 0.16% hits; AID 2524;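 active = activation factor of the enzyme at least 2-fold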; note: the source names both 10 and 20 µM as test concentration; values of inactives mirror those of a sister screen read the other way
Target sequence (P09923 whole entry, looked up): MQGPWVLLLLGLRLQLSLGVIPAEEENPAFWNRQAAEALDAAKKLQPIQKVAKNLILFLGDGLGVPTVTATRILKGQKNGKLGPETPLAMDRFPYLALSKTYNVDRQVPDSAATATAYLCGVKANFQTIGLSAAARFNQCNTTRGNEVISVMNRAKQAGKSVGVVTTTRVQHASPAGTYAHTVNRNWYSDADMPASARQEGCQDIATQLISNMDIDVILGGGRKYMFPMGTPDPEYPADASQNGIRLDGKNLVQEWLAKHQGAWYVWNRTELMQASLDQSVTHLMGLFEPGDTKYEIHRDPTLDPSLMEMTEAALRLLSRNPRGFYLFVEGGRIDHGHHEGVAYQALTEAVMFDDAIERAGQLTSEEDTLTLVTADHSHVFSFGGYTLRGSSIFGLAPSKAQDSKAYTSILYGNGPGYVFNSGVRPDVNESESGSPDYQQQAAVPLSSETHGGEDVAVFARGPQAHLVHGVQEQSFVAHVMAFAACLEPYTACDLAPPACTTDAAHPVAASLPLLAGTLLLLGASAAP
hIAP block: human IAP inhibition | purified IAP, CDP-Star luminescence, 30 min | AID 2544 | inhibition, % at 10 µM | P09923 | 330,000 compounds, 0.12% hits;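 active = inhibition reaching a set limit with compound at 10 µM in the primary screen, cut at about 35% in these data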;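 note: plate controls were DMSO wells with enzyme for no effect and no-enzyme buffer wells for full effect; values of inactives mirror those of a sister screen read the other way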
A3A deaminase: inhibitors of human APOBEC3A DNA deaminase; P31941; recombinant A3A, FAM/TAMRA ssDNA deamination fluorescence; inhibition, % at 20 µM; 330,000 compounds, 0.41% hits;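 active = at least 40% inhibition at 20 µM here, with at most 30% in a related deaminase screen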;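 note: plate controls were A3A with DMSO for no effect and wells lacking A3A enzyme for full effect; some results filed as inactive read as strong as hits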
Target sequence (P31941 whole entry, looked up): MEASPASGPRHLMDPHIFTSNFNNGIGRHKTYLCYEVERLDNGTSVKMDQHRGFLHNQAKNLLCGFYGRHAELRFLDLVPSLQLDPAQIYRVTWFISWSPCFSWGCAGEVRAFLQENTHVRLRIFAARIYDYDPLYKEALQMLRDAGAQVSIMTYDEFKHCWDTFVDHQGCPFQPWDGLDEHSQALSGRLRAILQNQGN
NLRP3 yeast inh: NALP3 inhibition in yeast. 330,000 compounds, 0.39% hits. Yeast reconstituted NLRP3/ASC/caspase-1, beta-gal luminescence, 24 h. inhibition, % at 10 µM;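 active = inhibition of 50% or more; inactive = inhibition below 50%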;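 note: plate controls were induced DMSO wells for no effect and uninduced yeast grown without galactose for full effect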
Starred values were filed as active, the others as inactive.

Results for CCCCOP(=O)(c1ccc(N(C)C)cc1)C(O)c1cc(OC)ccc1OC (stereo not given) ?
SENP1 inh: -1; mIAP block: 1; mIAP act: 0.99; APOBEC3G inh: -7; beta cell repl: -2; hIAP activ: 0.97; hIAP block: 3; A3A deaminase: -2; NLRP3 yeast inh: 9

Results for COC(=O)CN1C(=O)[C@H]2[C@@H](c3ccc(C)o3)N3C(=O)CN(CC4CC4)C(=O)[C@@]3(C)[C@H]2C1=O ?
SENP1 inh: -3; mIAP block: -6; mIAP act: 1.1; APOBEC3G inh: 4; beta cell repl: 2; hIAP activ: 0.96; hIAP block: 4; A3A deaminase: 7; NLRP3 yeast inh: -6

How did CC(C)Cn1cnc2c1c(=O)[nH]c(=O)n2Cc1ccccc1 do in these assays?
SENP1 inh: 1; mIAP block: 3; mIAP act: 0.97; APOBEC3G inh: -6; beta cell repl: -4; hIAP activ: 0.92; hIAP block: 8; A3A deaminase: -2; NLRP3 yeast inh: 16

How did O=C(CSc1cccc[n+]1[O-])c1ccc(Cl)s1 do in these assays?
SENP1 inh: 1; mIAP block: -2; mIAP act: 1; APOBEC3G inh: -2; beta cell repl: -1; hIAP activ: 0.92; hIAP block: 8; A3A deaminase: 2; NLRP3 yeast inh: -3

How did CC(=O)Nc1cc2c3c(c1)CC(=O)N3CCC2 do in these assays?
SENP1 inh: -1; mIAP block: 11; mIAP act: 0.89; APOBEC3G inh: 3; beta cell repl: 0; hIAP activ: 0.77; hIAP block: 23; A3A deaminase: 2; NLRP3 yeast inh: 6

How did COc1ccc(S(=O)(=O)N2CCOC2CNC(=O)C(=O)NCc2ccncc2)cc1 (stereo not given) do in these assays?
SENP1 inh: 0; mIAP block: 7; mIAP act: 0.93; APOBEC3G inh: -3; beta cell repl: 7; hIAP activ: 1.1; hIAP block: -5; A3A deaminase: -3; NLRP3 yeast inh: 7

Results for O=C(COC(=O)CCN1C(=O)c2cccc([N+](=O)[O-])c2C1=O)NC1CCS(=O)(=O)C1 (stereo not given) ?
SENP1 inh: -1; mIAP block: 6; mIAP act: 0.94; APOBEC3G inh: -5; beta cell repl: 1; hIAP activ: 1; hIAP block: -4; A3A deaminase: -2; NLRP3 yeast inh: -3

How did O=C(O)CCC(=O)Nc1ccc(/C=C/C(=O)C2CC2)cc1 do in these assays?
SENP1 inh: -7; mIAP block: -3; mIAP act: 1; APOBEC3G inh: -6; beta cell repl: 1; hIAP activ: 1.2; hIAP block: -19; A3A deaminase: -2; NLRP3 yeast inh: 8

What do the screens show for `Cc1cc(S(=O)(=O)NCc2ccccc2)ccc1OCC(=O)Nc1cccc([N+](=O)[O-])c1`?
SENP1 inh: 0; mIAP block: 11; mIAP act: 0.89; APOBEC3G inh: -4; beta cell repl: -5; hIAP activ: 0.87; hIAP block: 13; A3A deaminase: 2; NLRP3 yeast inh: -4

Results for CN(CC1CCCN(CCc2cccc(C(F)(F)F)c2)C1)C(=O)c1cc2ccccc2o1 (stereo not given) ?
SENP1 inh: -1; mIAP block: 6; mIAP act: 0.94; APOBEC3G inh: -7; beta cell repl: -7; hIAP activ: 1; hIAP block: -2; A3A deaminase: -9; NLRP3 yeast inh: 26

How did Cc1ccc(C(=O)NNC(=O)CSc2nnc3c(n2)[nH]c2ccc(F)cc23)cc1 do in these assays?
SENP1 inh: -17; mIAP block: 8; mIAP act: 0.92; APOBEC3G inh: 56*; beta cell repl: -6; hIAP activ: 1.9; hIAP block: -89; A3A deaminase: 18; NLRP3 yeast inh: 2

What do the screens show for `Cc1ccc(NS(=O)(=O)c2cc(Br)cnc2N)c(Cl)c1`?
SENP1 inh: 2; mIAP block: -6; mIAP act: 1.1; APOBEC3G inh: 0; beta cell repl: 1; hIAP activ: 1; hIAP block: -2; A3A deaminase: -2; NLRP3 yeast inh: 9

Results for Cc1coc2c(C)c3oc(=O)c(CCC(=O)NCCCn4ccnc4)c(C)c3cc12 ?
SENP1 inh: -3; mIAP block: 5; mIAP act: 0.95; APOBEC3G inh: -6; beta cell repl: 1; hIAP activ: 0.89; hIAP block: 11; A3A deaminase: -1; NLRP3 yeast inh: 6

How did O=C(COc1ccc(S(=O)(=O)N2CCCC2)cc1)NCc1cccnc1 do in these assays?
SENP1 inh: 0; mIAP block: 1; mIAP act: 0.99; APOBEC3G inh: -10; beta cell repl: 0; hIAP activ: 0.9; hIAP block: 10; A3A deaminase: -5; NLRP3 yeast inh: 7

What do the screens show for `O=C(CSc1nnc(-c2ccccc2)o1)NCC1CCCCC1`?
SENP1 inh: 3; mIAP block: -15; mIAP act: 1.1; APOBEC3G inh: 1; beta cell repl: 1; hIAP activ: 1; hIAP block: -2; A3A deaminase: 9; NLRP3 yeast inh: 27

The last four entries of the part before lead into the next:
What do the screens show for `Cc1ccc(NS(=O)(=O)c2cc(Br)cnc2N)c(Cl)c1`?
SENP1 inh: 2; mIAP block: -6; mIAP act: 1.1; APOBEC3G inh: 0; beta cell repl: 1; hIAP activ: 1; hIAP block: -2; A3A deaminase: -2; NLRP3 yeast inh: 9

Results for Cc1coc2c(C)c3oc(=O)c(CCC(=O)NCCCn4ccnc4)c(C)c3cc12 ?
SENP1 inh: -3; mIAP block: 5; mIAP act: 0.95; APOBEC3G inh: -6; beta cell repl: 1; hIAP activ: 0.89; hIAP block: 11; A3A deaminase: -1; NLRP3 yeast inh: 6

How did O=C(COc1ccc(S(=O)(=O)N2CCCC2)cc1)NCc1cccnc1 do in these assays?
SENP1 inh: 0; mIAP block: 1; mIAP act: 0.99; APOBEC3G inh: -10; beta cell repl: 0; hIAP activ: 0.9; hIAP block: 10; A3A deaminase: -5; NLRP3 yeast inh: 7

What do the screens show for `O=C(CSc1nnc(-c2ccccc2)o1)NCC1CCCCC1`?
SENP1 inh: 3; mIAP block: -15; mIAP act: 1.1; APOBEC3G inh: 1; beta cell repl: 1; hIAP activ: 1; hIAP block: -2; A3A deaminase: 9; NLRP3 yeast inh: 27

How did CCOC(=O)C1=C(C)Nc2nc(SCc3cccnc3)nn2C1c1ccc(OC)cc1 (stereo not given) do in these assays?
SENP1 inh: 0; mIAP block: -1; mIAP act: 1; APOBEC3G inh: -5; beta cell repl: -1; hIAP activ: 0.92; hIAP block: 8; A3A deaminase: -2; NLRP3 yeast inh: 5

Results for Cc1ccc(N2CC(=O)Nc3c(oc4nc(-c5ccccc5)cc(C)c34)C2=O)cc1 ?
SENP1 inh: -3; mIAP block: 11; mIAP act: 0.89; APOBEC3G inh: -6; beta cell repl: 0; hIAP activ: 1; hIAP block: 0; A3A deaminase: -2; NLRP3 yeast inh: 3

Results for COc1ccccc1NC(=O)C1CCCCN1S(=O)(=O)c1ccc(F)cc1 (stereo not given) ?
SENP1 inh: 3; mIAP block: 6; mIAP act: 0.94; APOBEC3G inh: -5; beta cell repl: 2; hIAP activ: 0.84; hIAP block: 16; A3A deaminase: -1; NLRP3 yeast inh: 17

Results for Cn1c(=O)c2c(SCC(=O)Nc3cccc(F)c3)nc(-c3ccco3)nc2n(C)c1=O ?
SENP1 inh: -1; mIAP block: 1; mIAP act: 0.99; APOBEC3G inh: -8; beta cell repl: -7; hIAP activ: 0.91; hIAP block: 10; A3A deaminase: 34; NLRP3 yeast inh: 15

How did COc1ccc(S(=O)(=O)c2ccc(O)cc2)cc1 do in these assays?
SENP1 inh: -2; mIAP block: 10; mIAP act: 0.9; APOBEC3G inh: -2; beta cell repl: 2; hIAP activ: 0.97; hIAP block: 3; A3A deaminase: -2; NLRP3 yeast inh: 1

How did O=C(NCc1ccco1)C12CN(Cc3ccccc3)CC1C(c1cccc([N+](=O)[O-])c1)=NO2 (stereo not given) do in these assays?
SENP1 inh: 1; mIAP block: -3; mIAP act: 1; APOBEC3G inh: -9; beta cell repl: -4; hIAP activ: 0.97; hIAP block: 3; A3A deaminase: -5; NLRP3 yeast inh: 8

How did COc1ccc(-c2c(C#N)c(N)n(N)c(=O)c2C#N)cc1Cl do in these assays?
SENP1 inh: -32; mIAP block: 5; mIAP act: 0.95; APOBEC3G inh: 9; beta cell repl: -3; hIAP activ: 0.95; hIAP block: 5; A3A deaminase: 5; NLRP3 yeast inh: 5

What do the screens show for `COc1cccc(-n2cnc3sc(C)c(C)c3c2=O)c1`?
SENP1 inh: 3; mIAP block: 5; mIAP act: 0.95; APOBEC3G inh: -1; beta cell repl: -3; hIAP activ: 0.98; hIAP block: 2; A3A deaminase: 3; NLRP3 yeast inh: 25

Results for N#Cc1ccc(NC(=O)Cn2cnc(S(=O)(=O)N3CCc4ccccc43)c2)cc1 ?
SENP1 inh: 0; mIAP block: 2; mIAP act: 0.98; APOBEC3G inh: -7; beta cell repl: 0; hIAP activ: 0.77; hIAP block: 23; A3A deaminase: -5; NLRP3 yeast inh: 14

Results for O=C(CCc1nc(-c2ccccc2F)no1)Nc1ccc(Oc2ccccc2)cc1 ?
SENP1 inh: 3; mIAP block: -8; mIAP act: 1.1; APOBEC3G inh: -4; beta cell repl: -4; hIAP activ: 1; hIAP block: -3; A3A deaminase: -5; NLRP3 yeast inh: 19

How did CCOc1cc(/C=C(\C(=O)O)c2ccc(S(=O)(=O)N3CCCC3)s2)ccc1OC do in these assays?
SENP1 inh: -49; mIAP block: -6; mIAP act: 1.1; APOBEC3G inh: 0; beta cell repl: -4; hIAP activ: 1.1; hIAP block: -7; A3A deaminase: -1; NLRP3 yeast inh: 5

Results for CC(=O)c1cc(C(c2csc(C(C)=O)c2)c2csc(C(C)=O)c2)cs1 ?
SENP1 inh: -5; mIAP block: 4; mIAP act: 0.96; APOBEC3G inh: -4; beta cell repl: -1; hIAP activ: 1; hIAP block: -3; A3A deaminase: 0; NLRP3 yeast inh: 23

How did CN(C)CCNc1ccc(Cl)cc1[N+](=O)[O-] do in these assays?
SENP1 inh: 6; mIAP block: 10; mIAP act: 0.9; APOBEC3G inh: 0; beta cell repl: 0; hIAP activ: 0.95; hIAP block: 5; A3A deaminase: 5; NLRP3 yeast inh: 4

Results for CC(CCc1ccccc1)NC(=O)CN1CCOc2ccccc21 (stereo not given) ?
SENP1 inh: -20; mIAP block: 6; mIAP act: 0.94; APOBEC3G inh: 3; beta cell repl: -2; hIAP activ: 1.1; hIAP block: -9; A3A deaminase: 0; NLRP3 yeast inh: 16

Results for N=C1C(c2ccccc2)=C(O)CN1c1cccc(S(N)(=O)=O)c1 ?
SENP1 inh: 0; mIAP block: -2; mIAP act: 1; APOBEC3G inh: -3; beta cell repl: -1; hIAP activ: 1; hIAP block: -4; A3A deaminase: -2; NLRP3 yeast inh: 13

Results for CC1C(=O)CC(c2ccc([N+](=O)[O-])cc2)NC1c1ccc([N+](=O)[O-])cc1 (stereo not given) ?
SENP1 inh: 2; mIAP block: 9; mIAP act: 0.91; APOBEC3G inh: -3; beta cell repl: -2; hIAP activ: 1; hIAP block: -4; A3A deaminase: 4; NLRP3 yeast inh: -3

These rows are one share of the data, so the mix of outcomes need not match the whole.
